CHO-K1 Ca ag = counter-screen for M1 agonists: effect in parental CHO-K1 cells; Fluo-8 calcium fluorescence; scaled to maximal ATP response, vehicle zero; activation, % at 3 µM; 360,000 compounds, 0.48% hits; AID 602248, 2012; in the data active = activation above about 15%;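 also: untransfected CHO-K1 host cells lacking M1 receptor as counterscreen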
OXTR potentiator = human OXTR potentiators, primary screen, fluorescence, CHO-OTR cells, Fluo-8 calcium. Oxytocin receptor (Homo sapiens), P30559. Fluo-8 calcium fluorescence, potentiator mode; 0% = oxytocin EC15, 100% = EC100. AID 2445, 2010. 320,000 compounds, 0.061% hits. activation, % at 3 µM;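 active = activation above that plate's cutoff, the mean activation of tested compounds plus 3 SD, cut at about 6.6% in these data, passing the limit was not always enough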;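 also: 100% uses oxytocin at 75 nM as the full agonist control; some results filed as inactive read as strong as hits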
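assay system = CHO-OTR cells, human receptor | schedule = compound 6 min at room temperature before oxytocin, 100 s read | detection = Fluo-8 intracellular calcium fluorescence, ex 470-495, em 515-575 nm | evaluation = normalized max/min fluorescence ratio, % activation | control set = EC15 oxytocin alone as 0%, 75 nM oxytocin (EC100) as 100%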
TAAR1 antagonist = human TAAR1 antagonists, primary screen, Fluo-8 calcium fluorescence, CHO RD-HGA16 cells | Trace amine-associated receptor 1 (Homo sapiens), Q96RJ0 | antagonist | inhibition, % at 3 µM | 360,000 compounds, 1.5% hits;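 active = inhibition above a per-plate cutoff, the mean inhibition of test compounds on that plate plus 3 SD, cut at about 49% in these data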;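 also: 0% = DMSO plus EC80 beta-PEA response and 100% = DMSO alone without agonist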
Target sequence (Q96RJ0 whole entry, looked up): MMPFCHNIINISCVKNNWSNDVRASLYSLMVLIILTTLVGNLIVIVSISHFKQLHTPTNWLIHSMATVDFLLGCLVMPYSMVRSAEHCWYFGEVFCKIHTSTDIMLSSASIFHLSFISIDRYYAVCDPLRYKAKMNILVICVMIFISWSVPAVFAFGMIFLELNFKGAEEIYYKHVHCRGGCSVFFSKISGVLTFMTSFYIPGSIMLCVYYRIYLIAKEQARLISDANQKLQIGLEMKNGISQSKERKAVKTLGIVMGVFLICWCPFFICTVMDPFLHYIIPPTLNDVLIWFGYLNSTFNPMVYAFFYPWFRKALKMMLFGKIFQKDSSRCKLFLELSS
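Test system: hTAAR1-expressing CHO RD-HGA16 cells, Gα16-coupled; Probe or stimulus: EC80 β-phenethylamine stimulus; Compound dosing: single nominal final test compound concentration of 3 µM; Timing: 140 s kinetic read after compound, 140 s after agonist; Signal: Fluo-8 calcium-sensitive fluorescence; Measure: % inhibition of agonist calcium response; Controls: DMSO and EC80 PEA controls.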
CHRM1 antagonist = human M1 muscarinic receptor antagonists, primary screen, CHO-K1 cells, Fluo-8 calcium fluorescence, 1536-well. inhibition, % at 3 µM. 360,000 compounds, 1.3% hits. CHO-K1 hM1, ACh EC80 antagonist;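 active = percent inhibition above its own plate's cutoff, namely the mean of that plate's compound wells plus 3 SD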;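 also: peak over basal fluorescence ratio during 140 s after agonist addition; 0% = ACh EC80 plus DMSO and 100% = DMSO alone without agonist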
Target sequence (P11229 whole entry, looked up): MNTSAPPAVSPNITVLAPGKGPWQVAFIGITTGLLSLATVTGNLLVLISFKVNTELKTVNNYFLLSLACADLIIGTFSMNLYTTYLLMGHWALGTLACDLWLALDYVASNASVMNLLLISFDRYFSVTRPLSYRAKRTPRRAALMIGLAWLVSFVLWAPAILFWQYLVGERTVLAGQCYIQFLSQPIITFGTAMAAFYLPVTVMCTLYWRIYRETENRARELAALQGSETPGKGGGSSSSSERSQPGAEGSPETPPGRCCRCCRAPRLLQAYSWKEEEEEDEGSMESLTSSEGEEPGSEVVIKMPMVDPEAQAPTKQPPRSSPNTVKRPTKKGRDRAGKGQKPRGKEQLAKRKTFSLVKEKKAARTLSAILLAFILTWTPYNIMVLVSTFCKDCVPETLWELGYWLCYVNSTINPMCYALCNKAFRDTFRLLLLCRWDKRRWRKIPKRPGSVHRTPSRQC
TAAR1 agonist = human TAAR1 agonists, primary screen, Fluo-8 calcium fluorescence, CHO RD-HGA16 cells; Trace amine-associated receptor 1 (Homo sapiens), Q96RJ0; vehicle wells 0%, saturating PEA agonist 100%; activation, % at 3 µM; 360,000 compounds, 0.99% hits; AID 624467, 2012;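 active = activation above the mean activation of all test compounds in the run plus 3 SD, cut at about 38% in these data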
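Test system: RD-HGA16 (CHO) cells co-expressing Gα16 and hTAAR1 / Benchmarks: DMSO vehicle as 0%, PEA at EC100 as 100% / Repeats: no replicates (n 1) / Measure: % activation from peak over basal fluorescence ratio, DMSO-to-PEA scaled / Timing: 17-24 h plating, Fluo-8 75 min 37 °C, 30 min RT / Technique: kinetic Fluo-8 calcium fluorescence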
CHO-K1 Ca PAM = nonselective calcium activators in parental CHO-K1 cells, primary screen, counter-screen for M1 PAM project, cell-based, Fluo-8 calcium fluorescence, full deck, 1536-well; ATP EC20; 0% at ATP EC20, 100% at ATP max; AID 602247, 2012; activation, % at 3 µM; 360,000 compounds, 0.02% hits;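 active = activation above the run cutoff, the mean activation of all test compounds plus 3 SD, cut at about 40% in these data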;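 also: peak over basal fluorescence ratio in a 140 s read after ATP addition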
CHO parental Ca = ATP-evoked calcium signal inhibitors, parental CHO, primary screen, counter-screen for OX1R antagonist project, cell-based, fluorescence, Fluo-8 calcium dye. inhibition, % at 5.6 µM. 330,000 compounds, 0.63% hits. parental CHO-K1, ATP-induced calcium, Fluo-8 fluorescence;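 active = inhibition above that plate's mean sample inhibition plus 3 SD, cut at about 26% in these data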;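 also: 0% = ATP-challenged DMSO wells and 100% = DMSO wells without ATP; some compounds past the cut are filed as inactive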
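Assay system: untransfected parental CHO cell line. Also added: ATP agonist challenge. Dosing: one dose, 5.6 µM nominal. Measured by: Fluo-8 fluorescence. Read-out: % inhibition. Benchmarks: ATP wells versus no-ATP DMSO wells. Repeats: no replicates.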
CHRM1 agonist = human M1 muscarinic receptor agonists, primary screen, Fluo-8 calcium fluorescence, CHO-K1 cells, HTS; activation, % at 3 µM; CHO-K1 hM1, agonist mode; 0% DMSO, 100% acetylcholine EC100; AID 588814, 2011; Muscarinic acetylcholine receptor M1 (Homo sapiens), P11229; 360,000 compounds, 0.33% hits;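 active = activation above the run's mean compound activation plus 3 SD, cut at about 16% in these data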;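 also: peak over basal fluorescence ratio within a 140 s kinetic read after compound addition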
CHO-K1 Ca antag = nonselective inhibitor or artifact in parental CHO-K1 cells; ATP-induced calcium, Fluo-8 fluorescence; inhibition, % at 3 µM; 360,000 compounds, 0.6% hits;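 active = inhibition above a per-plate cutoff, the plate's mean sample inhibition plus 3 SD, cut at about 24% in these data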;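 also: 0% = DMSO plus EC80 ATP and 100% = DMSO alone without ATP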
* marks the source's active call; other numbers are inactive results; . = no result given.

Order of results – CHO-K1 Ca ag | OXTR potentiator | TAAR1 antagonist | CHRM1 antagonist | TAAR1 agonist | CHO-K1 Ca PAM | CHO parental Ca | CHRM1 agonist | CHO-K1 Ca antag
(1) CCOc1ccc(N(C)S(=O)(=O)c2ccc(C)c(C(=O)OCC(=O)c3c[nH]c4ccccc34)c2)cc1
 : 1.1 | -7 | 14 | -5 | 3 | -7 | -8 | -6 | 10
(2) COc1cccc(C2=NOC(C(=O)NCc3ccccc3)C2)c1 (configuration not stated)
 : 9.9 | -2 | 10 | 1 | 3 | 6 | -13 | -1 | -18
(3) CCc1ccc(OCC(=O)NNCC(=O)Nc2ccc(OC)cc2)cc1
 : 1.9 | . | -7 | -5 | 2 | -1 | . | -1 | -4
(4) COC(=O)[C@@H]1C[C@@]2(O)[C@@H](O)[C@@H](O)[C@@H](O)C[C@H]2N1Cc1ccc(-c2ccccc2)cc1
 : 0.3 | -9 | 4 | -2 | 2 | 12 | -3 | -1 | -6
(5) CC(C)CCn1c(COc2ccccc2)nn(CCC#N)c1=S
 : -0.1 | -20 | -11 | -4 | 5 | 1 | -20 | -3 | 2
(6) O=C(Nc1ccc(S(=O)(=O)N2CCOCC2)cc1)c1ccc2c(c1)S(=O)(=O)c1ccccc1C2=O
 : 1.3 | -14 | -11 | -1 | 3 | -9 | -10 | -1 | -18
(7) O=C(CCl)N1CCN(S(=O)(=O)c2ccc3c(c2)OCCCO3)CC1
 : 1.0 | -6 | 6 | -6 | 0 | 9 | 2 | -3 | -15
(8) Nc1c(S(=O)(=O)c2ccccc2)cnc2c(-c3ccc(F)cc3)cnn12
 : 0.6 | 2 | 1 | -5 | 1 | 16 | -10 | 2 | -14
(9) CC(C)C1CC(c2csc(N)n2)CCO1 (configuration not stated)
 : -0.2 | -4 | -23 | -3 | 5 | 12 | -14 | -2 | -3
(10) Cc1ccccc1OCC(=O)NC1=NCCS1
 : 0.7 | -10 | -5 | -8 | 4 | 15 | -17 | -7 | -6
(11) Nc1cc2c(cc1C(=O)c1ccc(Cl)cc1)OCCO2
 : 0.0 | -2 | 2 | -10 | 3 | 14 | 1 | -4 | 3
(12) COc1cc(CCC(=O)OCC(=O)Nc2c(C)cccc2C(C)C)cc(OC)c1OC
 : 2.8 | -6 | -2 | -11 | 7 | 24 | -19 | -3 | -13
(13) Cc1csc2c(N3CCC(C(=O)O)CC3)ncnc12
 : -0.3 | 4 | -2 | -19 | 0 | -16 | -14 | -2 | 4
(14) CN(C)CCNc1nc2c(c(=O)[nH]c(=O)n2C)n1CCOc1ccccc1
 : 0.3 | 1 | 4 | -4 | 2 | -2 | -9 | -7 | -4
(15) COc1ccc(N2CCN(C(=O)c3cn(Cc4ccccc4)nc3-c3cccnc3)CC2)cc1
 : 0.7 | 0 | 3 | -7 | 3 | 12 | -16 | -2 | -10
(16) Nc1nc(-c2cccs2)c(CC(=O)O)s1
 : 0.1 | -22 | -2 | -4 | 4 | -12 | 6 | -3 | 20
(17) O=C(CNC(=O)c1ccccc1Cl)OCC(=O)N1CCc2ccccc21
 : 0.1 | -23 | -25 | -5 | 1 | 11 | -10 | -6 | -13
(18) Cc1ccc(C)c(NC(=S)N2CCN(c3ccccn3)CC2)c1
 : 1.0 | -17 | -14 | -9 | 12 | 12 | -2 | -2 | -5
(19) CC/C(=N/NC(=O)c1ccc(Br)cc1)c1ccc(OCCN2CCOCC2)cc1
 : 2.5 | -9 | -13 | 5 | 4 | 1 | -11 | -7 | 1
(20) CCN(CC)C(=O)COc1ccc(S(=O)(=O)N2CCCC2)cc1
 : 4.2 | -10 | 8 | -10 | 0 | 12 | -13 | -4 | 3
(21) CC(=O)Nc1ccc(S(=O)(=O)N2CCSC2C(=O)O)cc1 (configuration not stated)
 : 0.4 | -2 | 17 | -5 | 0 | 15 | 3 | -4 | -13
(22) CCN(C(=O)c1ccc2c(=O)n3c(nc2c1)CCCCC3)c1cc(OC)ccc1OC
 : 1.0 | -6 | -17 | -7 | 0 | -2 | -15 | -4 | -13
(23) NC(=O)Cc1nc2scc(-c3ccc(Cl)cc3)c2c(=O)[nH]1
 : -0.2 | -7 | 2 | 6 | 3 | -10 | -2 | -4 | 10
(24) CCCCCCN1C[C@H](O)[C@@H](n2cc(C3CC3)nn2)C[C@@H]1c1ccc(C)cc1
 : 0.3 | . | -4 | -9 | -1 | 9 | . | -7 | -6
(25) O=C(Nc1ncccc1Cl)c1ccc2c(c1)OCCO2
 : -0.4 | 0 | -19 | -16 | 9 | 4 | -7 | -5 | -7
(26) CC(C)(O)C#CC#CCN1CCOCC1
 : -0.1 | -11 | -4 | -12 | 6 | 15 | -1 | -3 | -11
(27) COc1cccc(C(=O)N/N=C2/SCC(=O)N2CCc2ccc(OC)c(OC)c2)c1
 : 0.3 | 0 | -6 | 13 | 1 | -4 | -10 | -6 | -14
(28) COc1ccc(NC(=S)Nc2cccc(S(=O)(=O)N3CCCCC3)c2)cc1
 : 2.3 | -5 | 10 | 0 | 4 | 15 | -7 | -1 | -11
(29) COc1cccc(CN2CCC(CO)(CC3CCCCO3)CC2)c1 (configuration not stated)
 : 1.4 | -5 | -10 | -10 | 4 | 6 | -15 | -12 | -5
(30) O=C(CCCn1cnc([N+](=O)[O-])n1)Nc1cccc(O)c1
 : 0.0 | -5 | 5 | -7 | -1 | 6 | -16 | -4 | 9
(31) CN(C)C=NC1=NN(c2cccc(C(F)(F)F)c2)CC1
 : 0.8 | -4 | -6 | -6 | -2 | 18 | 2 | -4 | 0
(32) COc1ccc(-c2nc(CS(=O)CC(=O)NC3CCCC3)c(C)o2)cc1 (configuration not stated)
 : 0.7 | 1 | -7 | -11 | 2 | 22 | -20 | -3 | -6
(33) O=C(N/N=C/c1cc([N+](=O)[O-])c(N2CCOCC2)cc1N1CCOCC1)c1cccnc1
 : 21* | -1 | 1 | 8 | 0 | 17 | -17 | -6 | 1
(34) O=C(Nc1ccc(F)c(S(=O)(=O)N2CCOCC2)c1)C1CCCCC1
 : 9.0 | -5 | 17 | 9 | 9 | -4 | -12 | 0 | -10
(35) CC[C@@]12C(=O)N(c3cccc(F)c3)C(=O)N1[C@H](c1ccc(F)cc1)[C@@H]1C(=O)N(C3CCCCC3)C(=O)[C@@H]12
 : 0.8 | -2 | . | 3 | . | 18 | -25 | -5 | -11
(36) CC(C)(C)c1ccc(/C=C(\c2nc3ccccc3[nH]2)S(=O)(=O)c2ccccc2)cc1
 : 0.6 | -11 | . | -8 | . | 11 | -13 | -6 | -11
(37) COc1ccc([C@H]2CC(=O)C=C(c3ccc(-c4ccccc4)cc3)C2)cc1OC
 : 0.8 | -3 | 11 | 0 | 5 | 21 | -8 | -1 | -12
(38) CCCCCOC(=O)C(C)Sc1n[nH]c(=O)[nH]c1=O (configuration not stated)
 : 0.8 | -6 | 9 | -10 | 6 | 26 | 6 | -7 | -5
(39) O=C(NCc1cccc(Cl)c1)c1cccnc1
 : -0.1 | -10 | 14 | -4 | 3 | 4 | 9 | -1 | 2
(40) N#Cc1c(N)n(CCNC(=O)c2ccc(Cl)cc2)c2nc3ccccc3nc12
 : 0.1 | -13 | 12 | -25 | 24 | 21 | -14 | -6 | -7
(41) O=C(NCc1ccc2c(c1)OCO2)C1CCC(CNc2c(N3CCCC3)c(=O)c2=O)CC1 (configuration not stated)
 : 0.5 | -3 | 11 | -8 | 2 | 16 | 1 | 0 | -9
(42) Cc1ccc(S(=O)(=O)NCCOc2nc(N3CCOCC3)nc(N3CCOCC3)n2)cc1
 : -0.4 | -4 | -12 | -10 | 11 | 3 | -18 | -6 | -23
(43) COc1ccc(-n2ncc(S(=O)(=O)c3ccccc3)c2-c2ccc(Cl)cc2)cc1
 : 0.6 | -8 | 23 | 6 | 3 | 0 | 2 | -7 | 6
(44) c1csc(-c2nc3ccccc3[nH]2)c1
 : 0.3 | -13 | -5 | -28 | 0 | -1 | 7 | -3 | 1
(45) Cc1ccc(NC(=O)CSc2ccc(-c3ccco3)nn2)c(C)c1
 : 2.0 | -4 | -4 | -2 | 1 | 7 | -25 | -3 | -13
(46) CC(/C=N/NC(=O)c1cc(-c2cccs2)[nH]n1)=C\c1ccccc1
 : 1.8 | -4 | 35 | -6 | 15 | 10 | -15 | 0 | -9
(47) CCOCCCNC(=O)/C(C#N)=C/c1ccc([N+](=O)[O-])o1
 : -0.1 | -8 | 1 | 5 | 1 | 9 | 5 | -1 | -7
(48) Cc1ccc(CNC(=O)CSCc2ccc(F)cc2)cc1
 : -0.1 | -18 | -16 | -13 | 0 | -1 | -10 | -6 | -3
(49) CCn1c(C(=O)O)c(CC(=O)Nc2cccc(C(F)(F)F)c2)c2ccccc21
 : 0.0 | 1 | 0 | -1 | -2 | 0 | 2 | -1 | -15
(50) O=C(COC(=O)CCC1CCCC1)Nc1ccc(Cl)cn1
 : 0.0 | 5 | 24 | 16 | 46* | -2 | 4 | -2 | 15
(51) O=C1NC[C@H](CCCCN2C[C@H](Cc3ccc(O)cc3)N(CCc3ccc(O)cc3)C(=O)C2=O)N(CCc2ccccc2)C1=O
 : 0.6 | . | 11 | . | 0 | 3 | . | . | -11
(52) Cc1nn(C)c(C)c1NC(=O)/C(C#N)=C\N(C)C
 : 0.7 | -1 | -32 | 1 | 1 | 10 | -19 | -3 | -5
(53) CC(Cc1ccsc1)NC(=O)CCc1nnc(CCc2ccccc2)o1 (configuration not stated)
 : 0.9 | -3 | 6 | -5 | 1 | 20 | -12 | -8 | -4
(54) Cc1ccc(OCc2nnc(SCCN3CCOCC3)n2C)cc1
 : -0.1 | -1 | -9 | -5 | -1 | 13 | -15 | -4 | 2
(55) C=CCCCN(Cc1ccccc1)S(=O)(=O)c1ccccc1Br
 : 1.1 | -7 | 45 | -3 | 5 | 6 | 44* | -5 | -14
(56) Cc1cc(C(=O)OCC(=O)Nc2nccs2)c2ccccc2n1
 : 6.4 | -2 | -30 | -2 | 1 | 8 | -11 | 1 | -15
